# Assay outcomes: PubChem, several laboratories
# Redox H2O2 prof: compounds producing H2O2 with reducing agent – biochemical, NIH compound library profiling, artefact control for MLSCN library redox annotation, primary screen; DTT-dependent redox cycling H2O2, phenol red/HRP absorbance; 100% = 100 µM peroxide control, 0% = buffer; activation, % at 10 µM; 200,000 compounds, 0.03% hits; AID 878;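 active = activation of at least 50% relative to the plate's high and low controls in the primary single-dose screen; inactive = activation below 50%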;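 also: compound incubated with DTT at 0.8 mM final as the reducing agent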
# TLR4-MyD88 BLA: TLR4-MyD88 interaction inhibition in cells | O00206+Q99836 | HeLa CL3-4 TLR4/MyD88 BLA complementation, FRET ratio | inhibition, % at 8.4 µM | 200,000 compounds, 0.18% hits; in the data active = inhibition above about 25%;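 also: 0% = vehicle and 100% = reference inhibitor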
# Target sequence (O00206 whole entry, looked up): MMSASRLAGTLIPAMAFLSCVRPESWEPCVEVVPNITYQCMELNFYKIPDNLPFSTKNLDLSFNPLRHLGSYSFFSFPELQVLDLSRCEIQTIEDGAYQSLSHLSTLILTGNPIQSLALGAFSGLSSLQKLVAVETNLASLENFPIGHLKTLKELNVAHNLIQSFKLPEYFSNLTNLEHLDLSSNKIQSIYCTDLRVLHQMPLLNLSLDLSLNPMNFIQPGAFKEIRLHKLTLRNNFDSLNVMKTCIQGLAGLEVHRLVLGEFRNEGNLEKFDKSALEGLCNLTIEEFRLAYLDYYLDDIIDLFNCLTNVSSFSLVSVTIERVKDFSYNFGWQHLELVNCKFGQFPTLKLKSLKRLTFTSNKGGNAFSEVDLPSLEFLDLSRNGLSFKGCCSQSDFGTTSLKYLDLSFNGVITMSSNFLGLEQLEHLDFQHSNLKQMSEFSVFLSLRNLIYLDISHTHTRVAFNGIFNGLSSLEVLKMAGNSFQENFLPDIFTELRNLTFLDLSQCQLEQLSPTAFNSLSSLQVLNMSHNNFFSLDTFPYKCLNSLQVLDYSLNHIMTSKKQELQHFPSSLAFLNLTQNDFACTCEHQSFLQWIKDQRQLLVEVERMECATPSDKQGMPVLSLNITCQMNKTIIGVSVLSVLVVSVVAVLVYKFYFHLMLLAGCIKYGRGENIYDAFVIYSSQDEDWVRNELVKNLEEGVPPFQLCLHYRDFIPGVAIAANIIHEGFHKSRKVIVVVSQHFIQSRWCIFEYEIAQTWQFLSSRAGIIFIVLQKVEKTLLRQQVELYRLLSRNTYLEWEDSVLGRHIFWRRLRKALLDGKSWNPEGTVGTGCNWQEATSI
# Target sequence (Q99836 whole entry, looked up): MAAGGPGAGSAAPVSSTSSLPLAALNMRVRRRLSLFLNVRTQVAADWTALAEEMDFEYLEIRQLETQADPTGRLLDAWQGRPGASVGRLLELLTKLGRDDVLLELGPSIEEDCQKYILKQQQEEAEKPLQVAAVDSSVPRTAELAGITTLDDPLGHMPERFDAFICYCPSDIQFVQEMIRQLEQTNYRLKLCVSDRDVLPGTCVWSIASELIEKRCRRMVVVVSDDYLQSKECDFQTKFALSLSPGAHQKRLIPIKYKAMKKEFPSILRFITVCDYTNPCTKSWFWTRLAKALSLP
# STAT3 act: STAT3 signaling activation. 190,000 compounds, 0.91% hits. activation (% of control), % at 5.6 µM. U3A cells, IL-6 STAT3-luciferase reporter, luminescence; 100% = signal with IL-6 EC80 alone. AID 871;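 active = activation above the screen-wide mean of compound activation plus 3 SD, cut at about 130% in these data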;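 also: 0% = background luminescence of wells with medium and substrate only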
#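 Test system: STAT3-luciferase reporter U3A cells; Detection: reporter luminescence signal; Times: 1 h compound pre-exposure, 6 h IL-6 stimulation, 37 °C; Benchmarks: IL-6-only high control; Also added: IL-6 stimulus at 33 ng/mL final.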
# STAT1 activator: activators of IFN-gamma induced STAT1 signaling. NIH 3T3 STAT1-luciferase reporter, luminescence; 100% = IFN-gamma alone, no compound. 200,000 compounds, 2.6% hits. AID 932. activation (% of control), % at 5.5 µM;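 active = activation above the screen-wide mean activation plus 3 SD, cut at about 130% in these data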;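 also: raw ratio to IFN-gamma control signal so 100% means no change and 0% no light; values of inactives mirror those of a sister screen read the other way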
# HMGR II inh: blocks class II HMG-CoA reductase of Enterococcus faecalis | purified E. faecalis HMGR, NADPH absorbance 340 nm kinetic | inhibition, % at 10 µM | 190,000 compounds, 0.41% hits | AID 1066;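 active = inhibition above a set limit, the median over all tested compounds plus 3 SD, cut at about 9.5% in these data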;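 also: enzyme runs in reverse so mevalonate oxidation gives rising NADPH absorbance; 0% = complete reaction with DMSO and 100% = background rate lacking mevalonate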
# STAT3 inh: STAT3 signaling inhibition | inhibition, % at 5.5 µM | 190,000 compounds, 0.89% hits | U3A cells, IL-6 STAT3-luciferase reporter, luminescence; host cell line lacks STAT1;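 active = inhibition above the mean inhibition across all screened compounds plus 3 SD, cut at about 44% in these data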;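 also: 0% = DMSO only wells and 100% = 100 µM nifuroxazide control wells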
# NF-kB neuron act: raises NF-kB expression in human neuronal cells; fold change at 12.5 µM; NF-kB reporter expression; active compounds read high; 190,000 compounds, 1.6% hits; in the data active = fold change above about 3.3
# Hsp70 act: transcriptional activators of Hsp70 | HeLa Hsp70 promoter luciferase reporter, luminescence; scaled: vehicle 0, proteasome-inhibitor control 100% | activation, % at 10 µM | 200,000 compounds, 0.04% hits | AID 1203;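 active = activation above the mean across all tested compounds plus 3 SD, cutoff set per campaign, cut at about 5.5% in these data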;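 also: 100% = MG132 at 30 µM as the positive control and 0% = DMSO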
# APP 5'UTR act: activates APP 5'UTR luciferase reporter. SH-SY5Y APP 5'UTR luciferase reporter, luminescence; zero percent = DMSO vehicle wells. activation, % at 2 µM. 190,000 compounds, 1% hits. AID 1276;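 active = activation above a set limit, based on mean plus 3 SD of controls, cut at about 140% in these data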; also: values of inactives mirror those of a sister screen read the other way
# STAT1 blocker: reduces IFN-gamma driven STAT1 reporter signal | NIH 3T3 STAT1-luciferase reporter, luminescence | inhibition, % at 5.5 µM | 200,000 compounds, 0.35% hits;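 active = inhibition above a set limit, the mean inhibition across all tested compounds plus 3 SD, cut at about 34% in these data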;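 also: 0% = IFN-gamma with DMSO and 100% = IFN-gamma with 300 µM nifuroxazide; values of inactives mirror those of a sister screen read the other way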
# An asterisk follows results filed as active; nt = no result given.
SMILES,Redox H2O2 prof,TLR4-MyD88 BLA,STAT3 act,STAT1 activator,HMGR II inh,STAT3 inh,NF-kB neuron act,Hsp70 act,APP 5'UTR act,STAT1 blocker
CCOC(=O)Cc1c(C)nc2c(-c3ccccc3)c(C)nn2c1C,0.4,12,90,110,2,15,0.79,-0.2,nt,-9
Cc1ccc(NC(=S)NNS(=O)(=O)c2ccc3ccccc3c2)cc1Cl,-1.0,-9,87,93,-4,20,nt,-0.2,-11,6
CCc1ccc(OCC(=O)NC2CC(C)(C)NC(C)(C)C2)cc1,-0.7,-9,97,108,1,10,nt,0.3,-3,-8
O=C(/C=C/c1ccc(F)cc1)c1ccccc1Br,-0.1,0,89,92,-5,15,1.8,0.0,-1,9
NC(=O)C1CCN(C(=O)CSc2nc3ccccc3[nH]2)CC1,0.0,-5,106,95,-2,-7,1.6,-0.5,0,5
COc1ccc(OC)c(-n2nnnc2SCC(=O)NCCc2ccccc2)c1,-0.4,12,103,91,1,1,0.91,0.2,-9,10
COc1cccc(-c2n[nH]c3c2CCC3)c1,0.1,10,84,106,-5,23,1.6,-0.2,23,-6
O=C(Cc1c[nH]c2ccccc12)Nc1nccs1,1.7,-1,120,99,0,-20,1.2,-0.3,22,1
Cc1ccnc(NS(=O)(=O)c2ccc(NC(=O)c3ccc([N+](=O)[O-])s3)cc2)n1,-0.1,-11,99,87,0,10,5.7*,-0.2,16,14
CCOC(=O)c1nnc2ccnn2c1N,2.6,-19,107,93,0,-3,1.1,-0.2,-10,7
COC(=O)c1cc(NS(=O)(=O)c2ccc(OC)c(OC)c2)ccc1Cl,-0.1,-12,99,99,0,3,1,-0.1,-29,1
Cc1cccc(OCc2nc(C#N)c(NCc3ccc4c(c3)OCO4)o2)c1,0.2,2,103,77,-5,-4,1.2,-0.3,8,14
Cc1cc(C)n2nc(C(=O)N(C)C(c3ccccc3)c3ccccc3)nc2n1,-0.2,-18,105,100,-1,0,0.88,-0.2,29,-1
Cc1cccc(NC(=O)C2(c3cccs3)CCOCC2)c1,-0.5,-28,100,104,-8,-3,1,0.1,-16,-4
COc1ccc(/C=N/NC(=O)Cc2csc(Nc3cccc(C(F)(F)F)c3)n2)c(OC)c1,-7.0,-6,93,100,5,13,1.2,0.1,-9,1
Cc1cc(C)cc(N(CCC(=O)Nc2nnc(C3CC3)s2)S(=O)(=O)c2ccc(Cl)cc2)c1,-0.1,-12,99,94,-3,-2,0.93,-0.1,9,7
COc1ccc2c(c1)/C(=N/OC(=O)c1cccs1)CCC2,-0.9,-9,123,103,2,-27,1.2,-0.1,-13,-4
C[C@H](NC(=O)c1ccco1)C(=O)Nc1ccc2c(c1)OCO2,-0.7,5,97,102,-5,8,1.1,-0.1,-1,-4
CN(C)C(=O)c1c(-c2ccccc2)oc2ccc(O)cc12,0.5,-9,98,101,-2,9,0.9,-0.4,14,-2
CCn1ccc(C(=O)Nc2ccc(N(C)C(C)=O)cc2)n1,-0.6,4,106,104,2,-3,1.9,-0.2,25,-4
COc1ccc(C2NCCc3c2[nH]c2ccccc32)cc1COc1ccc(F)cc1 (configuration not stated),-0.9,9,90,93,-12,12,1.6,-0.2,0,7
O=C(CN1C(=O)c2ccccc2S1(=O)=O)N1CCN(c2cccc(Cl)c2)CC1,3.5,-3,97,98,nt,7,nt,-0.1,9,3
CCN(CC)CCNC(=O)c1cc2c(-c3ccc(Cl)cc3)nn(C)c2s1,-2.3,-7,177*,93,2,-80,0.78,0.3,-9,8
CCCCCOC(=O)C1=C(C)Nc2ncnn2C1c1cccs1 (configuration not stated),0.1,-4,87,92,-3,21,0.41,-0.4,3,9
O=C(CN(c1ccc2c(c1)OCCO2)S(=O)(=O)c1ccccc1)NCC1CCCO1 (configuration not stated),0.1,-4,102,101,-10,-2,0.9,-0.1,8,-1
CCOC(=O)c1cc([N+](=O)[O-])sc1N,-1.3,-16,107,105,-2,-2,1,0.2,15,-8
Cc1ccc(CN2C(=O)CCC2C(=O)N2CCN(c3ccc(F)cc3)CC2)cc1 (configuration not stated),-0.5,-11,97,96,-3,11,0.96,-0.6,-2,5
COc1ccccc1N1CC(O)=C(c2nc3ccccc3c(=O)[nH]2)C1=N,2.8,-6,103,105,1,0,0.91,0.2,-14,-5
CCn1c(SCC(=O)Nc2cc(C)on2)nc2c1c(=O)n(C)c(=O)n2C,-3.8,3,95,100,-2,6,0.67,0.1,-4,0
c1ccc(Nc2nc(CSc3ncn[nH]3)cs2)cc1,-1.6,-3,98,124,-10,5,2.4,0.3,58,-26
CC1CC(=O)N(C)c2cc([N+](=O)[O-])ccc2N1 (configuration not stated),0.1,-12,86,80,-3,21,1.4,0.1,12,22
COC(=O)C(NC(=O)c1ccccc1)=C(C)C,1.2,-6,102,99,-2,0,1,-0.1,10,1
O=C(CCCOc1ccccc1)NCCc1nc2ccccc2[nH]1,-0.1,-9,108,101,-6,-7,1.1,-0.4,17,-3
c1ccc(-c2cc(-c3nnc4sc(-c5ccccn5)nn34)[nH]n2)cc1,1.4,-1,82,108,-5,23,0.54,-0.1,2,-9
COc1cccc(NC(=O)Nc2c(C)n(C)n(-c3ccccc3)c2=O)c1,-0.9,1,104,106,-3,-3,1.2,0.1,10,-7
CCOC(=O)c1ccc(NC(=O)CCc2nc(-c3ccccc3)no2)cc1,-2.0,-2,108,98,4,-5,0.79,-0.1,9,4

# 4 entries already listed, arranged by formula weight, smallest number first.
SMILES,Redox H2O2 prof,TLR4-MyD88 BLA,STAT3 act,STAT1 activator,HMGR II inh,STAT3 inh,NF-kB neuron act,Hsp70 act,APP 5'UTR act,STAT1 blocker
c1ccc(Nc2nc(CSc3ncn[nH]3)cs2)cc1,-1.6,-3,98,124,-10,5,2.4,0.3,58,-26
CCOC(=O)Cc1c(C)nc2c(-c3ccccc3)c(C)nn2c1C,0.4,12,90,110,2,15,0.79,-0.2,nt,-9
COc1ccc(OC)c(-n2nnnc2SCC(=O)NCCc2ccccc2)c1,-0.4,12,103,91,1,1,0.91,0.2,-9,10
Cc1ccnc(NS(=O)(=O)c2ccc(NC(=O)c3ccc([N+](=O)[O-])s3)cc2)n1,-0.1,-11,99,87,0,10,5.7*,-0.2,16,14

# (further entries)
SMILES,Redox H2O2 prof,TLR4-MyD88 BLA,STAT3 act,STAT1 activator,HMGR II inh,STAT3 inh,NF-kB neuron act,Hsp70 act,APP 5'UTR act,STAT1 blocker
CCOc1ccc(N(Cc2ccc(OC)c(OC)c2)C(=O)c2ccco2)cc1,-1.8,-3,102,100,-8,5,1.1,0.2,-6,-2
CC(NC(=O)C(NC(=O)C(Cc1c[nH]c2ccccc12)NC(=O)OC(C)(C)C)C(C)C)C(N)=O (configuration not stated),-0.9,-2,106,98,-1,-2,nt,-0.4,-2,1
Nc1ccc(CC2SC(=O)NC2=O)cc1 (configuration not stated),0.0,7,115,106,-8,-12,1.2,-0.1,5,-7
O=C(CCC1CCCN(C(=O)c2ccco2)C1)NCc1ccccc1F (configuration not stated),-1.9,0,94,104,-3,18,1.2,0.8,14,-5
CC1CC(=O)C2=C(C1)Nc1ccccc1N(C(=O)COc1ccccc1)C2c1ccco1 (configuration not stated),0.8,10,100,98,-4,4,1.1,0.3,2,3
O=C(O)c1cc(NC(=O)c2ccccc2[N+](=O)[O-])ccc1O,0.0,-19,103,96,-1,-1,1.3,0.0,10,2
Cc1ccc(/C=C/C(=O)NCc2ccco2)o1,0.1,-4,105,100,6,-4,1.1,-0.3,3,0
CN(C)CCCNS(=O)(=O)c1ccc(Cl)s1,-1.0,-15,97,101,-1,12,1.3,0.5,6,0
CCS(=O)(=O)N1CCN(Cc2ccccc2OC)CC1,0.5,1,103,96,4,-2,1.2,-0.3,-10,4
O=C(Cc1ccccc1)Nc1ccc(N2CCCC2)cc1,-0.5,2,104,114,1,1,1.1,-0.3,-3,-16
C#Cc1ccc([C@H]2C=C(C(=O)N3CCN(Cc4ccccc4)CC3)O[C@@H](OCc3ccc(CO)cc3)C2)cc1,0.5,14,nt,93,-2,nt,0.79,0.1,-1,9
CCN(CC)c1ccc(NC(=O)CN2CCN(c3ccc(F)cc3)CC2)cc1,-0.9,8,105,91,0,0,0.91,-0.1,-2,10
CCOc1ccc(NC(=O)c2cccc(OC(=S)N3CCC(C)CC3)c2)cc1,-6.0,-4,102,95,-3,-2,1,-0.3,-3,5
N#C/C(=C\Nc1ccc2c(c1)OCCO2)c1nc(-c2ccccc2)cs1,0.3,-17,102,106,-6,2,1.2,-0.2,10,-6
N=c1sccn1CC(=O)Nc1cc(Cl)ccc1[N+](=O)[O-],-1.9,0,95,114,2,8,1,-0.4,6,-15
O=C(CN1CCCC1)Nc1cc(C(F)(F)F)ccc1Cl,-2.0,-9,102,103,-6,5,0.72,-0.2,-1,-5
O=C(Nc1nnc(SCc2c(Cl)cccc2Cl)s1)c1ccc2ncsc2c1,-0.5,1,99,106,-2,6,nt,0.1,-7,-9
O=c1[nH]c(CN2CCN(S(=O)(=O)c3ccccc3C(F)(F)F)CC2)nc2sc3c(c12)CCCC3,-0.5,6,102,94,-5,-3,0.94,-0.2,14,6
CC(C)(C)c1ccc(/C=C/C(=O)c2ccc(NC3=NCCCS3)cc2)cc1,0.5,5,110,101,1,-13,1.8,-0.2,22,-1
COc1cccc(C(=O)NCCC2=CCCCC2)c1OC,3.5,8,112,121,0,-10,2,-0.2,71,-23
Cc1cc(C(=O)CN2C(=O)c3cccc(N)c3C2=O)c(C)n1Cc1cccs1,0.1,22,134*,147*,-4,-43,2.8,0.2,nt,-51
CCc1ccc(NC(=O)C2CCCN(S(=O)(=O)c3c(C)[nH]c(=O)[nH]c3=O)C2)cc1 (configuration not stated),-2.3,-8,105,104,2,-4,1.2,0.2,48,-7
O=C(Nc1ccncc1)C1COc2ccccc2O1 (configuration not stated),1.0,-6,90,96,-2,16,1,-0.3,-6,4
Cc1nc2cc(NS(=O)(=O)c3ccc(Br)cc3)ccc2n1C,-0.1,17,97,79,-1,9,nt,0.2,-7,23
CCN(CC)CCN(C)C1CCC(c2ccccc2)CC1 (configuration not stated),-0.7,-4,97,100,-2,4,1.3,-0.5,3,0
O=C(CSc1nnc(Cc2ccccc2)o1)c1ccccc1,-0.5,3,98,104,4,4,1.5,-0.4,22,-6
OCCN1CCN(C(=S)c2ccc(Cl)cc2)CC1,2.0,-15,107,101,-4,-5,0.99,-0.2,18,-1
O=C(CSc1nc2ccccc2s1)NCCCN1CCOCC1,1.3,2,105,106,-13,-2,0.87,-0.2,11,-6
CC1(c2ccc(OC(F)F)cc2)NC(=O)N(CC(=O)Nc2ccc3c(c2)OCO3)C1=O (configuration not stated),3.3,-1,97,103,-2,7,0.97,-0.6,14,-4
CCCN(Cc1cc2ccc(C)cc2[nH]c1=O)S(=O)(=O)c1ccccc1,0.2,1,93,101,-3,9,1.1,0.0,1,-1
COc1cc2c(cc1NC(=O)C(C)N1CCN(S(=O)(=O)c3ccccc3[N+](=O)[O-])CC1)oc1ccccc12 (configuration not stated),0.5,7,120,94,3,-14,0.79,0.1,-93,6
CCCC1C2C(=O)N(c3ccc(OC)cc3)C(=O)C2ON1c1ccccc1 (configuration not stated),0.1,1,102,101,0,-2,1.4,-0.2,12,-1

# Compounds were not picked by outcome; overall some 5.6% were active at least once.
